# Source: PubChem BioAssay (National Center for Advancing Translational Sciences (NCATS))
# Tau fluor counter = counter-screen for tau fibril formation inhibitors. AID 1463. tau K18 P301L Alexa594 fluorescence, heparin fibrillization. actives 0.93% (n = 280,000). Potency, µM (highest dose often 57.7 µM), for the others: at the top dose activity change, negative = decrease; further: potency means the concentration at half of the fitted maximal effect; on the % scale 0 is the no-effect control and ±100 the full control effect; nearly all actives have a fitted effect of over 55% in size
#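 Human K18 P301L tau (15 uM unlabeled plus 0.24 uM Alexa 594-labeled, final) in 100 mM sodium acetate pH 7 was mixed with compound and 20 uM heparin and incubated 6 hr at 37 C.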
# NPSR antag = blocks cAMP signaling of the human neuropeptide S receptor; actives 1% (n = 220,000); Q6W5P4; CHO-NPSR cells, cAMP TR-FRET, antagonist mode; Potency, µM (series often up to 38.3 µM), inactives show top-dose activity change, negative = inhibition, usual class: inhibitors; further: potency means the concentration at half of the fitted maximal effect; on the % scale 0 is the no-effect control and ±100 the full control effect; nearly all actives have a fitted effect of over 50% in size; many of its hits are not listed in these tables
# Target sequence (Q6W5P4 whole entry, looked up): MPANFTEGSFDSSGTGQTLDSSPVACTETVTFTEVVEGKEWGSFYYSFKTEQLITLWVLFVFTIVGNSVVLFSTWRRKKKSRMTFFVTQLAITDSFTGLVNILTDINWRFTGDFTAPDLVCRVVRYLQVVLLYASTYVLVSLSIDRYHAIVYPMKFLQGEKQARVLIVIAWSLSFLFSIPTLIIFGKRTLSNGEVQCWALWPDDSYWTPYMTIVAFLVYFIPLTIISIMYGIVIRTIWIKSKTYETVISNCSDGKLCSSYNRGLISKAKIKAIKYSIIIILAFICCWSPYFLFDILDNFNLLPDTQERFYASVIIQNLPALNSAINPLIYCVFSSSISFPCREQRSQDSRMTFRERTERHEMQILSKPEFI
# Tau fibril FP = tau fibrillization inhibition (FP); Potency, µM (top dose mostly 57.7 µM), for the others: top-dose activity, negative = inhibition, most hits filed as inhibitors; P10636; AID 1468; actives 0.39% (n = 280,000); K18 P301L tau heparin fibrillization, Alexa594 FP, 6 h; further: potency means the concentration at half of the fitted maximal effect; on the % scale 0 is the no-effect control and ±100 the full control effect; nearly all actives have a fitted effect of over 55% in size
# Target sequence (P10636 561-689 P618L limits assumed): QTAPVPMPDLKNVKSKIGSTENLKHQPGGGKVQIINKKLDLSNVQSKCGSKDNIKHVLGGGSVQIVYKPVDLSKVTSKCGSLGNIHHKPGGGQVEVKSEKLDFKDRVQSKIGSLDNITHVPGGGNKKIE
#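 Heparin (20 uM) drove fibril formation of recombinant tau K18 P301L, 15 uM unlabeled with 0.24 uM Alexa 594 label, for 6 hr at 37 C in 100 mM sodium acetate pH 7. Fluorescence polarization (555/632 nm) read 1 hr after 30 uM ThT.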
# CBFb RUNX1 block = inhibitors of human CBF-beta and RUNX1 interaction; AlphaScreen CBFb-His/RUNX1-biotin binding, biochemical; Potency, µM (top dose mostly 59.8 µM), for the others: at the top dose activity, negative = inhibition, usual class: inhibitors; 230,000 tested, under 10 active; further: % of control where 0% means no effect
#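 Proteins preincubated together for 20 min at RT before compound addition; 15 min later, nickel and streptavidin beads were added and left 90 min prior to AlphaScreen measurement.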
# Epigenetic derep = derepresses silenced GFP reporter in murine cells | actives 0.2% (n = 280,000) | Potency, µM (doses to about 53.9 µM), for inactives: top-dose GFP activation, most hits filed as activators | murine LDR cells, GFP reporter derepression, 30 h; further: potency means the concentration at half of the fitted maximal effect; % of control where 0% means no effect; nearly all actives have a fitted effect of over 60% in size
#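 Derepression of a silenced CMV-GFP reporter in murine LDR cells is scored by enumerating GFP-positive cells with a laser-scanning microplate cytometer after 30 hours of treatment at 37 C.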
# TRb SRC2 PPI = TRbeta-SRC2 interaction inhibition | TRbeta-SRC2 peptide binding, fluorescence polarization; receptor liganded with 1 µM T3 | Potency, µM (series often up to 106 µM), for inactives: top-dose activity change, negative = inhibition, hits mostly inhibitors | actives 0.065% (n = 280,000) | AID 1469;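 further: potency means the concentration at half of the fitted maximal effect; plate controls were bound peptide for no effect and peptide without receptor for full effect; nearly all actives have a fitted effect of over 50% in size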
#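 Fluorescence polarization of 20 nM Texas Red SRC2 peptide with 0.6 uM human TRb ligand-binding domain, in Tris buffer with 1uM T3 and 5% DMSO. Incubated 5 hr ambient; normalized to unbound and bound controls.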
# TR SRC2 fluor cs = Texas Red fluorescence interference in TRb-SRC2 counter-screen; actives 0.29% (n = 280,000); Potency, µM (highest dose often 106 µM), for the others: at the highest dose fluorescence change, negative = quenching; TRb/SRC2 Texas Red total fluorescence interference; active means well fitted curve in either direction with a large enough effect; inconclusive means small, poorly fitted or top-dose-only effect; further: potency means the concentration at half of the fitted maximal effect; on the % scale 0 is the no-effect control and ±100 the full control effect
#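 Human TRβ ligand-binding domain (0.6 uM) and Texas Red SRC2 peptide (20 nM) in Tris buffer with 1 uM T3 and 5% DMSO were incubated with pinned compound for 5 hr at ambient temperature. Total fluorescence was computed as S + 2P (555/632 nm).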
# GLA spleen mod = inhibits or activates alpha-galactosidase in human spleen homogenate; P06280; Potency, µM (titrated, usually from 80 µM), inactives show at the highest dose activity change, negative = inhibition, hits mostly inhibitors; human spleen homogenate, 4MU-alpha-Gal fluorescence, 40 min; actives 0.008% (n = 240,000);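 further: potency means the concentration at half of the fitted maximal effect; 0% = enzyme with vehicle and -100% = no enzyme basal signal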
# Target sequence (P06280 32-429 limits assumed): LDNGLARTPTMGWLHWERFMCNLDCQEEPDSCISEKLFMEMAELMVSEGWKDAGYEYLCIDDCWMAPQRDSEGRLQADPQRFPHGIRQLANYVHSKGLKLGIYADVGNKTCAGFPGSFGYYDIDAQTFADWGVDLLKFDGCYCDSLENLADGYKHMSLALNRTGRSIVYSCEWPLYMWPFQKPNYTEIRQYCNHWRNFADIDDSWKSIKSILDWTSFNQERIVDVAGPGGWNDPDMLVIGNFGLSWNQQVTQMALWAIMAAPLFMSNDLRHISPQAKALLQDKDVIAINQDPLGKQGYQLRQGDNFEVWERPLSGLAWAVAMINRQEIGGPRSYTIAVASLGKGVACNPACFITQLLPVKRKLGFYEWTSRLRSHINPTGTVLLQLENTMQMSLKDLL
#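 Inhibition or activation of alpha-galactosidase in human spleen homogenate is scored by 4-MU fluorescence after 40 min at 37C, pH 5.0, with 1 mM substrate. AC50s come from concentration-response fitted to the Hill equation.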
# * = called active by the depositor; ? = inconclusive; / = not tested or not shown; & = joins results of further samples; [ ] = remark or other dose. Unless noted, the call rests on the fitted dose curve; in most records, active means well fitted curve in the direction sought with a large enough effect; inconclusive means small, poorly fitted or top-dose-only effect, or another doubt; inactive means no such curve, though single readings can be large; an effect the other way counts as inactive or inconclusive. This is a subset. The share of hits here may be higher or lower than overall.
SMILES,Tau fluor counter,NPSR antag,Tau fibril FP,CBFb RUNX1 block,Epigenetic derep,TRb SRC2 PPI,TR SRC2 fluor cs,GLA spleen mod
CCCSCCCNC(=O)Cn1cc2c(n1)CCC(C)C2 (stereo not given),-6%,-14%[46.1 µM],-9%,0%,-0.8%,-7%,-1%,-5%
CCc1ccc(S(=O)(=O)c2cn(CC)c3cc(N4CCOCC4)c(F)cc3c2=O)cc1,0%,/,-5%,/,-1.2%,-1%,2%,/
Cc1[nH]nc(-c2ccc(O)cc2O)c1Oc1ccccc1,14µM*[quencher],-9%[46.1 µM],18%,0%,?,8%,-3%,4%
CC1=NCCN1S(=O)(=O)c1cc([N+](=O)[O-])ccc1Cl,-3%,22%,-1%,4%,2.8%,-4%,-1%,4%
COC(=O)c1ccc(C(C(=O)NC2CCCCC2)N(C(=O)Cc2cccs2)C2CC2)cc1 (stereo not given),0%,-9%[46.1 µM],5%,7%,-0.9%,1%,1%,2%
CC(C)(C)C(=O)Nc1ncccc1C(O)c1cccc(C(F)(F)F)c1 (stereo not given),0%,6%,4%,4%,-2.7%,-7%,-1%,-7%
O=C(COC(=O)C1CC(=O)N(c2ccccc2)C1)c1ccccc1 (stereo not given),-5%,-13%[46.1 µM],-2%,9%,0.0%,0%,-1%,8%
CCOc1ccc(C(=O)c2cn(Cc3ccccc3OC)c3ccc(F)cc3c2=O)cc1,-8%,/,-1%,/,-1.1%,7%,2%,/
CCN(CC)c1ccc(NC(=O)COC(=O)/C=C/c2nc3ccccc3s2)cc1,?,-2%[46.1 µM],7%,-5%,-2.5%,-5%,-2%,-1%
C/C(CC(=O)Nc1ccc(OCc2ccccc2)cc1)=N\NC(=O)C(=O)Nc1ccc(C)c(Cl)c1,-27%,-1%[46.1 µM],?,-8%,2.9%,5%,2%,8%
Cc1nc(C(Cl)(Cl)Cl)nc2[nH]ccc(=O)c12,-3%,26%,0%,10%,-4.6%,1%,0%,-9%
CNC(=O)COC(=O)c1cc(=O)[nH]c2ccccc12,-3%,4%[46.1 µM],-2%,4%,-2.3%,11%,-2%,2%
COc1cccc(NS(=O)(=O)c2ccc3[nH]cc(C(=O)N(C)Cc4ccco4)c(=O)c3c2)c1,-7%&-18%,-5%[46.1 µM],1%&-10%,-9%,1.5%&1.8%,-3%&-2%,-2%&-2%,-19%
N#CC(C#N)=Cc1ccccc1OCc1ccccc1,-16%,-28%,-17%,?,?,-9%,0%,29%
C=CCn1c(SCc2nc3cc(C(F)(F)F)ccc3c(=O)[nH]2)nc2sc(CC)cc2c1=O,-20%,-24%,-19%,-2%,-0.9%,5%,2%,-1%
Cc1ccc(C(=O)N/C(=C\c2ccccc2)C(=O)NCCCn2ccnc2)cc1,6%,-1%,-1%,-13%,1.7%,3%[53 µM],-1%[53 µM],-15%
COc1ccc(-c2cc(C(F)(F)F)nc(SCC(=O)Nc3ccc(O)cc3)n2)cc1OC,?,/,-9%,/,-1.0%,-3%,-1%,/
CC(C)(C)c1ccc(S(=O)(=O)Nc2cccnc2)cc1,-3%,-12%[46.1 µM],-1%,-1%,-0.2%,-3%,-2%,-3%
Cc1ccc2oc(C(=O)NCC(c3ccc(Cl)cc3)N3CCOCC3)c(C)c2c1 (stereo not given),-23%,/,15%,/,0.0%,-1%,6%,/
Clc1ccc(-n2nnnc2-c2cnc(-c3ccccn3)nc2-c2cccs2)cc1,-2%,?,3%,8%,2.0%,-8%,-3%,3%
COc1ccc(OC)c(NC(=O)C2CCCN2C(=O)OCc2ccccc2)c1 (stereo not given),3%,-18%[46.1 µM],-2%,9%,-0.9%,7%,-2%,-4%
O=C(COC(=O)c1ccc2c(c1)OCCO2)NCc1ccccc1,-5%,-7%[46.1 µM],3%,3%,0.9%,0%,-1%,0%
COc1cccc(N2CC(NC(=O)C3CC3)CC2=O)c1 (stereo not given),4%,/,2%,/,0.0%,-4%,0%,/
Cn1c(=O)c2c3c(sc2n2c(SCC(N)=O)nnc12)CC(C(C)(C)C)CC3 (stereo not given),-8%,-22%[46.1 µM],-5%,1%,-2.1%,-4%,1%,4%
O=C1C=CCC(/C=C/c2ccccc2)O1 (stereo not given),-13%,16%,-1%,7%[2.36 µM],6.0%,1%,-1%,7%

# The list goes on:
SMILES,Tau fluor counter,NPSR antag,Tau fibril FP,CBFb RUNX1 block,Epigenetic derep,TRb SRC2 PPI,TR SRC2 fluor cs,GLA spleen mod
COc1ccc(S(=O)(=O)N(CCc2ccccc2)CC(=O)O)cc1,-6%,-11%[46.1 µM],?,1%,-1.1%,-13%,-1%,-9%
COc1ccc(C(c2sc3nc(C)nn3c2O)N2CCc3ccccc3C2)cc1 (stereo not given),2%,-9%[46.1 µM],-5%,1%,0.0%,0%,-9%,2%
Oc1ccc(/C=N/N=C(c2ccccc2)c2ccccc2)c(O)c1O,13µM*[quencher],-47%,?,?,0.0%,2%,-13%,-25%
NNC(=O)CC12CC3CC(C1)CC(n1ncnn1)(C3)C2,6%,10%,5%,-5%,3.4%,-5%,-4%,-9%
O=C(O)CCCc1ccccc1,-10%,14%,-7%,7%&14%,-1.1%,-6%&4%,-2%&7%,-6%&-9%
O=C(O)c1cccnc1Sc1ncnc2sc3c(c12)CCC3,3%,-3%,7%,17%,1.9%,3%,-1%,-3%
CCNS(=O)(=O)c1ccc(NC(=O)Nc2cc(C)ccc2OC)cc1,?,-30%,-6%,-3%,1.7%,4%,-4%,-6%
COc1ccc(S(=O)(=O)NCC2CCCN(C(=O)CC3CCCC3)C2)cc1 (stereo not given),-10%,3%,5%,-2%,2.2%,-5%,-2%,-19%
CN(C)CCOCCSc1ccc(Cl)cc1,-5%,11%[46.1 µM],-2%,2%,-0.9%,3%,-1%,6%
O=C(CC1NCCNC1=O)Nc1ccc(Oc2ccccc2)cc1 (stereo not given),-6%,-14%[46.1 µM],4%,2%,0.0%,-4%,3%,-3%
COc1cc(NS(=O)(=O)c2ccc3c(c2)oc(=O)n3C)cc(OC)c1OC,-5%,2%[46.1 µM],1%,1%,1.0%,-2%,3%,1%
Cc1nnc(N2CCC(C(=O)NC3CCC(C)CC3)CC2)c2nn(-c3ccc(Cl)cc3)c(C)c12 (stereo not given),-15%,/,-3%,/,-1.7%,-5%,-2%,/
COc1ccccc1OCCCc1c(C)n[nH]c1C,-12%,-2%[46.1 µM],-4%,-1%,-4.0%,-9%,-2%,-5%
COc1ccccc1N1CCN(Cc2c[nH]c3ccccc23)CC1,-12%,8%[7.67 µM],-8%,0%,1.1%,-4%,-3%,-2%
CC(=O)Nc1ccc(NC(=O)/C(=C/c2ccco2)NC(=O)c2ccccc2)cc1,-12%,-10%,1%,-6%,0.0%,4%,1%,-3%

# Some values from above:
# For NPSR antag, COc1ccccc1OCCCc1c(C)n[nH]c1C is entered as -2%[46.1 µM]
# For Epigenetic derep, Oc1ccc(/C=N/N=C(c2ccccc2)c2ccccc2)c(O)c1O is entered as 0.0%
# For Epigenetic derep, Cc1nnc(N2CCC(C(=O)NC3CCC(C)CC3)CC2)c2nn(-c3ccc(Cl)cc3)c(C)c12 (stereo not given) is entered as -1.7%

# Record cards, as listed above.
# Oc1ccc(/C=N/N=C(c2ccccc2)c2ccccc2)c(O)c1O is entered as Tau fluor counter: 13µM*[quencher]; NPSR antag: -47%; Tau fibril FP: ?; CBFb RUNX1 block: ?; Epigenetic derep: 0.0%; TRb SRC2 PPI: 2%; TR SRC2 fluor cs: -13%; GLA spleen mod: -25%
# COc1ccccc1N1CCN(Cc2c[nH]c3ccccc23)CC1 is entered as Tau fluor counter: -12%; NPSR antag: 8%[7.67 µM]; Tau fibril FP: -8%; CBFb RUNX1 block: 0%; Epigenetic derep: 1.1%; TRb SRC2 PPI: -4%; TR SRC2 fluor cs: -3%; GLA spleen mod: -2%
# COc1cc(NS(=O)(=O)c2ccc3c(c2)oc(=O)n3C)cc(OC)c1OC is entered as Tau fluor counter: -5%; NPSR antag: 2%[46.1 µM]; Tau fibril FP: 1%; CBFb RUNX1 block: 1%; Epigenetic derep: 1.0%; TRb SRC2 PPI: -2%; TR SRC2 fluor cs: 3%; GLA spleen mod: 1%

# A second format for part of the listing above.
mol	Tau fluor counter	NPSR antag	Tau fibril FP	CBFb RUNX1 block	Epigenetic derep	TRb SRC2 PPI	TR SRC2 fluor cs	GLA spleen mod
CC(=O)Nc1ccc(NC(=O)/C(=C/c2ccco2)NC(=O)c2ccccc2)cc1	-12%	-10%	1%	-6%	0.0%	4%	1%	-3%
NNC(=O)CC12CC3CC(C1)CC(n1ncnn1)(C3)C2	6%	10%	5%	-5%	3.4%	-5%	-4%	-9%
